# Assay outcomes (PubChem)
# CaV13 ICDI inh: Primary screen for inhibitors of IQ motif and Ca2+-dependent inactivation inhibitor domain binding in CACNA1D, Förster resonance energy transfer in living cells, … | inhibition, % at 12.3 µM | HEK cells, CFP/YFP FRET ICDI-IQ, plate reader, 10 min; percent FRET-ratio fall versus neutral wells | hit rate 0.098% among 340,000 | AID 743397;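 active = mean replicate inhibition of at least 30% and at least 1% of replicates passing that level; inconclusive = only one of the two criteria is met; inactive = neither criterion is met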;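 note: 0% = median of the neutral control wells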
# Peg3 prom inh: Peg3 promoter activity inhibition. HeLa PEG-Prom luciferase reporter, luminescence, overnight. inhibition, % at 20 µM. hit rate 1.7% among 360,000. AID 588405;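 active = inhibition of at least 50% at 20 µM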
# PDI turbidity: inhibitors of human protein disulfide isomerase; P07237; PDI insulin aggregation turbidity, A650, 90 min; AID 588391; inhibition, % at 10 µM; hit rate 0.052% among 350,000;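 active = mean inhibition across replicates of 30% or more, whatever share of single replicates reach that level; inconclusive = mean inhibition below 30% while every single replicate reaches 30%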;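 note: absorbance from insulin aggregation driven by PDI reduction with DTT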
# Target sequence (P07237 whole entry, looked up): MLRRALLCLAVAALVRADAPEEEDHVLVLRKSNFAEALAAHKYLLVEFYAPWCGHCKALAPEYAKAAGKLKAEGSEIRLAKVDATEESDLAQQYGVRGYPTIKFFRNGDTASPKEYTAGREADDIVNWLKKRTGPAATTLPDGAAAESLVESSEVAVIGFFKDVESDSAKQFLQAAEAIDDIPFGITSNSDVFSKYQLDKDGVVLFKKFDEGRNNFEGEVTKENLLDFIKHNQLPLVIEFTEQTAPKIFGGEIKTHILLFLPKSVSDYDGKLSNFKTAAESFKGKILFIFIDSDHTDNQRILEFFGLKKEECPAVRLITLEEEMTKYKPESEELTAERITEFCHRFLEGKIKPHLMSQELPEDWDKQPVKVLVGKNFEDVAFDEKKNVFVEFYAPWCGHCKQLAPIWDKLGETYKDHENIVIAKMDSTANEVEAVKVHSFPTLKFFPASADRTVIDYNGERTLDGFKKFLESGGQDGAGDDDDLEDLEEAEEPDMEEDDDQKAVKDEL
# aDG glyco up: increases alpha dystroglycan glycosylation; Pro5-aDG cells, alpha-DG glycosylation AlphaScreen (IIH6); 0% Pro5, 100% B10-LARGE cell signal; activation, % at 10 µM; hit rate 0.22% among 360,000; AID 624168;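 active = activation of at least 8% versus controls, or a plate z-score of at least 8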;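 note: Pro5 are CHO cells carrying HIG-tagged alpha-DG that lacks glycosylation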
# Exocytosis inh: lytic granule exocytosis inhibition | AID 651702 | TALL-104 LAMP-1 surface exposure, flow cytometry; cells stimulated with thapsigargin and PMA | hit rate 0.66% among 360,000 | inhibition, % at 10 µM;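 active = inhibition above about 55%, limit read from the data; inconclusive = no clear call, values can overlap the other calls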
# hiPSC survival: enhancers of human iPSC single-cell survival; hiPSC single-cell survival, ATPlite luminescence; 100% = ROCK inhibitor wells, 0% = DMSO; survival enhancement, % at 20 µM; hit rate 0.044% among 360,000; in the data active = survival enhancement above about 18%;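 note: cells exposed to compounds for 16 hours before the ATP read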
# MITF TRPM1 inh: reduces MITF-dependent TRPM1 promoter luciferase signal; SK-MEL-5 TRPM1 promoter luciferase, 24 h; inhibition, % at 12.5 µM; hit rate 0.83% among 330,000;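 active = mean inhibition across replicates of 60% or more, whatever share of single replicates reaches that level; inconclusive = some that reach 60%, reason not given; inactive = mean inhibition across replicates below 60%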; note: values of inactives mirror those of a sister screen read the other way
# HIF-2a block: inhibitors of HIF-2a; inhibition, % at 18.8 µM; AID 624352; 786-0 RCC cells HIF-2a reporter, luciferase luminescence, overnight; hit rate 0.72% among 360,000;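 active = inhibition of the luminescence signal of 40% or more relative to plate controls, in a single-dose primary screen at 18.75 µM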
# NR2E3 ag-1: agonists of human NR2E3 nuclear receptor | hit rate 0.35% among 360,000 | inhibition of corepressor binding, % at 3.98 µM | CHO-S Gal4-NCOR/VP16-NR2E3 two-hybrid, luciferase | Q9Y5X4 | AID 602229;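 active = inhibition above the mean of all tested compounds plus 3 SD, cut at about 70% in these data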;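 note: 0% = DMSO with NR2E3 transfected cells and 100% = cells lacking NR2E3 construct; higher means lower luciferase signal from less NR2E3 corepressor binding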
# Target sequence (Q9Y5X4 whole entry, looked up, the tested form may be a part): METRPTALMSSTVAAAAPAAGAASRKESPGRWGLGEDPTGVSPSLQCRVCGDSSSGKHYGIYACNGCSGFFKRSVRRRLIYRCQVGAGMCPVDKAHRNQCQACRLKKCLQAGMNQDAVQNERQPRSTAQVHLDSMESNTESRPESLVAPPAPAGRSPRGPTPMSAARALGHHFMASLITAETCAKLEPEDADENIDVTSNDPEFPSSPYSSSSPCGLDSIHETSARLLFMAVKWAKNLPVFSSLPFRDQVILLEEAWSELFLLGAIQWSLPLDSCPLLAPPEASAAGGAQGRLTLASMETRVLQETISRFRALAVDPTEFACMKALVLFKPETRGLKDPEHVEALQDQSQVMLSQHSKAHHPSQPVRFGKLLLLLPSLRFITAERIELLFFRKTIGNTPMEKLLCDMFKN
# Vif inh: inhibitors of HIV Vif; HEK293T cells, Vif self-association by quenched fluorescence, imaging, 24 h; inhibition, % at 7.49 µM; hit rate 0.35% among 340,000; in the data active = inhibition above about 50%, passing the limit was not always enough; inconclusive = no clear call, values can overlap the other calls; inactive = below about 31%; note: some results filed as inactive read as strong as hits
# NR2E3 ag-2: agonists of human nuclear receptor NR2E3; GST-NR2E3/biotin-RetCOR TR-FRET, 1536-well; inhibition of corepressor binding, % at 4.78 µM; hit rate 0.12% among 320,000; AID 2300;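 active = percent inhibition above the cutoff of mean plus 3 SD of all tested compounds, set per screening campaign, cut at about 20% in these data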;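 note: 0% = DMSO wells and 100% = biotin wells as full block of FRET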
#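 system = GST-tagged NR2E3 plus biotinylated RetCOR corepressor | input = 1.35 nM GST-NR2E3 | also added = 7 nM biotin-RetCOR | schedule = 5 h incubation at 4 °C | measured by = TR-FRET with europium anti-GST and streptavidin-D2, 340 nm excitation | read-out = percent loss of FRET ratio relative to control wells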
# Starred values were filed as active, the others as inactive; u = inconclusive; x = not tested or not shown.
compound	CaV13 ICDI inh	Peg3 prom inh	PDI turbidity	aDG glyco up	Exocytosis inh	hiPSC survival	MITF TRPM1 inh	HIF-2a block	NR2E3 ag-1	Vif inh	NR2E3 ag-2
COc1ccc(/C=N/NC(=O)c2[nH]c3ccc(Cl)cc3c2-c2ccccc2)c(C(=O)O)c1OC	-4	8	6	0.1	-17	0.0	x	-18	11	-13	-3
COc1cccc(CNC(=O)CCCn2ccc3cc(S(=O)(=O)N4CCCC4)ccc32)c1	-7	17	-3	-0.3	-5	-0.5	3	0	-13	-9	3
COc1ccc(NC(C)=O)cc1NC(=O)CN1CCN(C(=O)c2ccco2)CC1	0	6	-5	-0.1	-1	-2.4	4	-1	-12	x	1
CCOC(=O)c1ccc(Cn2c(-c3ccccc3)nnc2-c2ccccc2)o1	-6	-27	14	0.5	-2	4.7	-15	-53	-33	-5	2
Cc1ccc(/C=N\NC(=O)c2ccc3c(c2)OCO3)o1	-2	-125	10	-0.1	3	-0.3	-31	-130	-43	-1	4
CCOC(=O)c1cc(C)[nH]c1C	-4	1	15	0.0	4	0.1	-3	3	14	25	1
CC(Sc1nnc(COc2ccccc2)n1Cc1ccccc1)C(=O)O (configuration not stated)	9	-3	3	-0.3	-6	0.2	0	14	-10	11	1
COc1ccc(Br)cc1/C=N/NC(=O)CN1CCN(Cc2ccccc2)CC1	-4	21	-3	0.0	4	-0.7	15	12	19	2	1
O=C(Nc1nnc(-c2ccccc2Cl)o1)c1nc2ccccc2s1	-7	-44	-14	0.0	0	-0.5	7	-71	22	12	0
CCOC(=O)c1cc(C#N)c(SC)nc1-c1ccccc1	-5	22	-11	0.8	-3	3.6	-4	13	4	7	2
CC(C)CNC(=O)C1c2ccccc2Oc2ccccc21	-6	-7	3	0.1	0	1.2	0	9	0	22	-3
O=C(COC(=O)c1ccccc1SCC(=O)N1CCCC1)Nc1ccccc1C(F)(F)F	x	5	3	0.7	10	0.5	2	13	-19	0	-4
CC(=O)Cc1cc(O)c2ccccc2c1OC(=O)c1ccccc1	-5	-22	1	3.0	-1	-0.9	24	-4	-25	-4	2
Cc1cc(C)c(NC(=O)C(C)N2CCCCCC2)c(C)c1 (configuration not stated)	-8	1	2	0.0	-10	0.8	2	8	-12	-2	0
CC(C)CNc1nc(SCC(=O)Nc2ccccc2)nc(N2CCOCC2)n1	-6	24	5	-0.2	-6	-0.6	11	23	2	-2	-2
CCCC(=O)N(Cc1cc(=O)[nH]c2ccccc12)c1ccc(OC)cc1	-9	23	-15	-0.1	-8	0.0	12	17	18	0	1
Nc1nnc(Cc2ccccc2F)s1	-5	0	1	-0.2	0	-1.9	-14	19	-62	-1	-2
Cc1ccccc1COC(=O)c1nn(-c2ccccc2)nc1N	-3	-60	1	-0.1	-1	-0.3	-12	-87	-45	9	6
O=C(COc1ccc2ccccc2c1)NNC(=O)Cc1cccc2ccccc12	-4	10	2	0.0	-4	0.3	-1	20	-9	-3	-1
COc1ccccc1NS(=O)(=O)c1cc(NC(=O)c2sc3cc(Cl)ccc3c2Cl)ccc1C	-4	21	-8	-0.5	-2	0.5	-16	6	3	2	-1
CCOC(=O)c1sc2nc(C)cc(C)c2c1N	-6	-83	-2	0.4	-3	-0.9	-50	-144	-33	-13	2
CC1=NN(/C(=N\c2nnc(C)s2)Nc2ccc(C(C)(C)C)cc2)[C@H](c2ccc(C)cc2)S1	-8	-7	8	3.6	12	-2.7	6	-26	-11	x	1
COc1cccc(NC(=O)c2cc3ccccc3oc2=O)c1	-1	-71	-3	0.0	-9	-0.7	5	-166	-32	1	-1
NC(=O)c1ncn([C@@H]2O[C@H](CN=C3NS(=O)(=O)c4ccccc43)[C@@H](O)[C@H]2O)n1	-4	1	8	0.4	14	-1.2	1	10	-18	-1	x
O=C(c1ccco1)N1CCN(c2ccc([N+](=O)[O-])cc2F)CC1	x	-75	-40	0.1	6	0.2	-18	-52	-39	1	3
CCN1CCCc2cc(CN(CCN3CCOCC3)C(=S)Nc3ccc(OC)c(Cl)c3)ccc21	-17	-3	0	0.1	-2	-0.6	-10	-3	-21	-3	0
CN1CCC(N(C)S(=O)(=O)c2ccc(NC(=O)Cc3ccc(F)cc3)cc2)CC1	-3	5	-4	-0.1	7	-2.5	-5	8	-5	10	0
CCC(C(=O)NC1CCCC1)N(Cc1ccc2c(c1)OCO2)C(=O)c1snc(C(N)=O)c1N (configuration not stated)	-9	0	-2	0.1	2	-0.7	3	-1	-1	-6	2
CC(C)Oc1ccc(C(=O)NCC(=O)N2CCN(S(=O)(=O)/C=C/c3ccccc3)CC2)cc1	-2	8	0	-0.2	-2	2.4	8	8	7	11	2
Cc1ccc(-c2nc3nc4ccccc4nc3n2Cc2ccco2)cc1	-4	-108	5	-0.3	-1	-1.1	-35	-112	-137	-12	-2
Cn1cccc1-c1cc(C(=O)N2CCc3c([nH]c4ccccc34)C2c2ccccn2)[nH]n1 (configuration not stated)	-7	23	0	-0.1	2	-1.4	57	11	0	-4	-2
CCOC(=O)C1C(=O)CC(C)(O)C(C(=O)OCC)C1c1ccccc1 (configuration not stated)	-2	15	1	0.0	0	-3.0	9	-9	-20	0	3
COc1ccc(S(=O)(=O)NCCCN2CCOCC2)c2ccccc12	-11	3	-1	0.1	-2	0.5	17	3	-21	x	5
Cc1ccc(NC(=O)Cc2n[nH]c(=O)c3ccccc23)cc1S(=O)(=O)N1CCCCCC1	-3	23	0	0.4	2	-0.8	16	23	7	-21	0
O=C(COc1cccc(Cl)c1)NCC(c1cccs1)N1CCOCC1 (configuration not stated)	-7	-1	-6	0.0	-1	-1.2	7	6	-23	2	-3
COc1cc(C(CCN2CCOCC2)c2c(OC)cc(OC)c3c2OC(=O)CC3c2ccc(N(C)C)cc2)cc(OC)c1OC (configuration not stated)	-3	-7	3	0.1	-1	-0.2	0	6	13	3	1
Cc1nc(CCNS(=O)(=O)c2cccnc2)cs1	3	1	3	0.0	-4	-0.7	15	15	-11	10	-1
CN(Cc1ccc(F)cc1)C(=O)CNC(=O)c1ccc2c(c1)OCO2	-6	-4	-4	-0.2	-4	1.6	-6	5	-1	1	2
CSc1nc2ccccc2n1CC(=O)Nc1c(C)cccc1C	x	-9	-7	-0.2	-1	-1.4	4	21	-12	10	3
COc1ccc(CCNC(=O)c2ccc3ccccc3n2)cc1	-7	-180	-2	0.0	10	-0.4	0	-190	-69	5	3
O=c1c(-c2nc3ccccc3s2)cccn1Cc1ccc(Cl)cc1	-5	-219	-4	0.4	-1	-0.4	-51	-240	-69	-10	4
Cn1cc(Cc2ccc(C(=O)N3CCOCC3)cn2)c2ccccc21	-8	3	2	0.4	0	-3.2	x	7	-17	-1	x
OC(COC(c1ccc(Cl)cc1)c1ccc(Cl)cc1)CN1CCCC1 (configuration not stated)	x	-1	-11	1.9	1	-2.4	1	11	9	10	0
Cc1ccc(C(=O)O/N=C\c2ccc(N3CCOCC3)c([N+](=O)[O-])c2)cc1	x	3	8	-0.1	3	6.0	1	-1	-9	-6	4
Cc1cccc2nc(CSc3nc4cc([N+](=O)[O-])ccc4s3)cn12	-5	-24	3	-0.1	-1	-2.6	2	-33	1	-1	2
O=C1CCN(Cc2ccc(Br)cc2)CCN1[C@H](CO)c1ccccc1	-5	-3	0	-0.1	0	3.8	-4	16	26	-21	1
COc1cccc(N=Nc2ccc(O)c3ncccc23)c1	-7	-91	-5	-0.9	8	-0.4	52	-123	-30	31	0
CCS(=O)(=O)Nc1ccc(-c2nc3cccnc3s2)cc1	-5	-117	x	0.4	-2	-4.5	x	-60	-44	6	-3
COC(=O)[C@@]12CCCCN1[C@H](c1ccc(-c3ccc(C(C)=O)cc3)c(OC)c1)[C@@H]1C(=O)N(C)C(=O)[C@@H]12	-10	-15	-1	0.2	3	1.0	-2	5	13	-10	4
COc1ccc(N(CC(=O)N/N=C/c2cc(Br)c(C)o2)S(=O)(=O)c2ccc(NC(C)=O)cc2)cc1	-6	13	-13	-0.1	6	-0.2	0	4	18	-22	4

# (cont.)
compound	CaV13 ICDI inh	Peg3 prom inh	PDI turbidity	aDG glyco up	Exocytosis inh	hiPSC survival	MITF TRPM1 inh	HIF-2a block	NR2E3 ag-1	Vif inh	NR2E3 ag-2
CCOC(=O)C1CCCN(S(=O)(=O)c2ccc(S(=O)(=O)N(CC)CC)cc2)C1 (configuration not stated)	-2	21	-3	7.4*	-3	0.0	28	18	84*	3	1
Cn1ncc(Br)c1C(=O)N/N=C/c1ccc(OS(=O)(=O)c2ccccc2)cc1	-5	-30	-1	0.1	-1	-3.9	0	-19	-11	1	-1
Cc1cccc(NC(=O)CN2CCN(C(=O)c3cccc(-n4cnnn4)c3)CC2)c1C	-3	10	-5	0.2	3	0.2	x	7	19	22	1
N#C/C(=C\c1ccccc1OCc1ccc(C(=O)O)cc1)C(=O)Nc1ccc(O)cc1	1	-6	51*	-0.1	3	-1.1	-13	2	-25	21	0
O=C(CN(C(=O)CCC(=O)Nc1nccs1)c1cccc(F)c1)NCCc1ccccc1	-3	5	-12	0.2	2	-0.4	x	17	-7	u	-2
COc1ccccc1C(C)NCC(=O)NC(=O)NCc1ccco1 (configuration not stated)	-7	-10	1	0.1	-5	-0.5	-4	0	-11	6	-2
Cc1ccc(C(C(=O)NC2CCCCC2)N(C(=O)CCCC(=O)Nc2ccccn2)c2ccc3c(c2)OCCO3)cc1 (configuration not stated)	-4	-4	-3	0.2	1	1.9	-3	14	-11	1	0
CC(Sc1cccc[n+]1[O-])C(=O)Nc1cccc(S(=O)(=O)N2CCOCC2)c1 (configuration not stated)	-4	19	1	-0.1	-3	1.0	5	8	20	-9	3
CCCCN(C(=O)c1ccc(Cl)c(S(=O)(=O)N2CCOCC2)c1)c1c(N)n(CCC)c(=O)[nH]c1=O	2	6	-5	-0.1	-1	1.1	15	17	-19	2	-3
O=C(CNc1ccccc1-c1ccccc1)NCc1ccccc1	-3	5	2	0.0	3	1.6	-7	7	8	0	-2
COC(=O)N/N=C/c1cn(CCCOc2ccccc2)c2ccccc12	-4	-16	-3	0.8	-2	0.6	-3	-97	-76	6	4
O=C(C(=O)N1CCN(Cc2ccc3c(c2)OCO3)CC1)c1c[nH]c2ccccc12	-3	-14	-6	0.1	-1	0.2	18	6	-15	13	0
Cc1ccc(-n2ncc(C(=O)Nc3ccc(Cl)cc3)c2C2CCNCC2)cc1C	-39	34	-6	0.6	0	-3.3	-4	-11	-6	-9	-1
CC1CCN(c2c(NCc3ccc(C(=O)N4c5ccccc5CC4C)cc3)c(=O)c2=O)CC1 (configuration not stated)	-6	40	-2	0.0	3	-0.2	24	19	12	-22	2
COC(=O)c1sc2nc(CSc3nc4ccc(C)cc4[nH]3)[nH]c(=O)c2c1C	x	22	3	-0.1	-1	1.3	-3	7	-24	6	4
